Source: PubChem
PAFAH1B3 FP inh: PAFAH1B3 enzyme inhibitors, primary screen, biochemical, fluorescence polarization, human; Platelet-activating factor acetylhydrolase IB subunit alpha1 (Homo sapiens), Q15102; recombinant PAFAH1B3, FP-rhodamine probe; inhibition, % at 3.39 µM; 0.28% of 340,000 active; AID 492972, 2010;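 active means inhibition above the screen-wide average of all tested compounds plus 3 SD, cut at about 25% in these data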;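 further: 0% = enzyme with DMSO only and 100% = wells lacking PAFAH1B3 protein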
PME-1 inh: PME-1 inhibitors via competitive probe labeling, primary screen, biochemical, fluorescence polarization, FP-Rh probe, HTS; Protein phosphatase methylesterase 1 (Homo sapiens), Q9Y570; recombinant PME-1; inhibition, % at 5.9 µM; 0.53% of 320,000 active;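 active means inhibition above the campaign mean of all compounds plus 3 SD, cut at about 26% in these data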;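 further: competitive labeling of PME-1 active site by serine hydrolase directed probe; 0% = PME-1 with DMSO and 100% = wells lacking PME-1 enzyme; inhibitors block probe labeling so polarization falls and inhibition rises; many of its hits are not listed in these tables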
GSTO1 inh: inhibitors of recombinant GSTO1, primary screen, counter-screen for RBBP9 inhibitor project, biochemical, fluorescence polarization. Glutathione S-transferase omega-1 (Homo sapiens), P78417. activity-based probe fluorescence polarization. inhibition, % at 5.96 µM. 1.1% of 300,000 active;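 active means inhibition above the campaign mean inhibition plus 3 SD, cut at about 35% in these data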;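 further: 0% = GSTO1-1 with DMSO and 100% = wells lacking GSTO1-1 enzyme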
Target sequence (P78417 whole entry, looked up): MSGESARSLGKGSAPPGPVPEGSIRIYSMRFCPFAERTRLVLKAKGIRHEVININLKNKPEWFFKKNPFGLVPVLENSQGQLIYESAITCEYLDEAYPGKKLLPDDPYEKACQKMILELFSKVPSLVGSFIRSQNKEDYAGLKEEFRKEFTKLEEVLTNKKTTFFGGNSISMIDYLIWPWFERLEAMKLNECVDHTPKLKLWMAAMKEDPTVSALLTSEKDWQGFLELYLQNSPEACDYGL
LYPLA2 inh: LYPLA2 inhibitors, primary screen, counter-screen for PME1 inhibitor project, biochemical, fluorescence polarization, FP-Rh probe ABPP; Acyl-protein thioesterase 2 (Homo sapiens), O95372; 0.38% of 320,000 active; recombinant LYPLA2; inhibition, % at 5.9 µM;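 active means inhibition above the screen-wide mean plus 3 SD, limit set per campaign, cut at about 26% in these data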;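 further: 0% = LYPLA2 with DMSO and 100% = wells lacking LYPLA2 enzyme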
Target sequence (O95372 whole entry, looked up): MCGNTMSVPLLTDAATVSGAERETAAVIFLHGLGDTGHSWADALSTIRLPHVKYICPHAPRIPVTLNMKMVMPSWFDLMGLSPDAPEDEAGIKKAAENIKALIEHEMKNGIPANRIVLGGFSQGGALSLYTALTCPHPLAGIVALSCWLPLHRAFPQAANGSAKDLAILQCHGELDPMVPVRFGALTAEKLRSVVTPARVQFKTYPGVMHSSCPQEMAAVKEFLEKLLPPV
PAD4 FP inh: human PAD4 inhibitors, primary screen, biochemical, fluorescence polarization, 1536-well format. recombinant PAD4, RCA probe fluorescence polarization. inhibition, % at 6.36 µM. 0.41% of 330,000 active. AID 485272, 2010;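 active means percent inhibition above a cutoff equal to the mean of all tested compounds plus 3 SD, cut at about 15% in these data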;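 further: 0% = PAD4 with RCA probe and DMSO and 100% = probe without PAD4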
PAFAH1B2 FP inh: PAFAH1B2 enzyme inhibitors, primary screen, biochemical, fluorescence polarization, human. recombinant PAFAH1B2, FP-rhodamine activity probe. 1.2% of 340,000 active. Platelet-activating factor acetylhydrolase IB subunit alpha2 (Homo sapiens), P68402. inhibition, % at 3.39 µM;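 active means inhibition above the mean of all tested compounds plus 3 SD, cut at about 24% in these data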;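 further: 0% = enzyme with DMSO and 100% = wells lacking PAFAH1B2; many of its hits are not listed in these tables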
Target sequence (P68402 whole entry, looked up): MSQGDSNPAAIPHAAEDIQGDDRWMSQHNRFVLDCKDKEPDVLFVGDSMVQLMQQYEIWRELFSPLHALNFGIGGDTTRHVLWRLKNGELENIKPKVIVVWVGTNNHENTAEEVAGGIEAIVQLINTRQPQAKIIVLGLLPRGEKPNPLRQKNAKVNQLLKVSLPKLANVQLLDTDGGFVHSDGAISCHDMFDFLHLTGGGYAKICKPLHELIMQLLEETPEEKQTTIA
LYPLA1 counter: LYPLA1 inhibitors, primary screen, counter-screen for PME1 inhibitor project, biochemical, fluorescence polarization, FP-Rh probe ABPP; AID 2174, 2009; 0.16% of 320,000 active; recombinant LYPLA1; inhibition, % at 5.9 µM;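 active means inhibition above the mean of all tested compounds plus 3 SD, set per campaign, cut at about 14% in these data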;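 further: inhibitors block serine hydrolase probe labeling of LYPLA1 so polarization falls; 0% = enzyme with DMSO and 100% = wells lacking LYPLA1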
Target sequence (O75608 whole entry, looked up): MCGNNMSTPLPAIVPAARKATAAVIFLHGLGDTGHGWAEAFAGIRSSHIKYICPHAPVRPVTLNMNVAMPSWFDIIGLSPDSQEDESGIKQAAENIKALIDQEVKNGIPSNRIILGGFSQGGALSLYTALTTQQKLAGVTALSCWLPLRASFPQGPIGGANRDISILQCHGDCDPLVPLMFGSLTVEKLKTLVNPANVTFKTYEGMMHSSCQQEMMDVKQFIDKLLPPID
PAFAH2 inh: PAFAH2 enzyme inhibitors, primary screen, biochemical, fluorescence polarization, human; inhibition, % at 3.39 µM; 0.99% of 340,000 active; AID 492956, 2010; Platelet-activating factor acetylhydrolase 2, cytoplasmic (Homo sapiens), Q99487; recombinant PAFAH2, FP-rhodamine activity probe;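 active means inhibition above the mean over all tested compounds plus 3 SD, cut at about 30% in these data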;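 further: inhibitors block probe labeling of enzyme so polarization drops; 0% = enzyme with DMSO and 100% = wells lacking PAFAH2 protein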
pPAFAH inh: pPAFAH enzyme inhibitors, primary screen, biochemical, fluorescence polarization, human. Platelet-activating factor acetylhydrolase (Homo sapiens), Q13093. recombinant pPAFAH, FP-rhodamine probe fluorescence polarization. inhibition, % at 3.39 µM. 1.5% of 330,000 active. AID 463082, 2010;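 active means inhibition above the mean inhibition across the screen plus 3 SD, cut at about 25% in these data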;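 further: inhibitors block binding of the rhodamine activity-based probe so polarization drops; 0% = enzyme with DMSO and 100% = wells lacking pPAFAH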
Numbers without * were called inactive; x = not tested or not shown; & = joins results of further samples.

SMILES	PAFAH1B3 FP inh	PME-1 inh	GSTO1 inh	LYPLA2 inh	PAD4 FP inh	PAFAH1B2 FP inh	LYPLA1 counter	PAFAH2 inh	pPAFAH inh
CN(C(=O)OC(C)(C)C)[C@H](Cc1ccccc1)C(=O)N[C@H]1CCCCNC1=O	7	x	x	x	2	3	x	-3	3
NC1=NS(=O)(=O)NC1c1cccc(Cl)c1 (configuration not stated)	-7	2	-5	-1	1	-1	-2	0	1
COC(=O)CNC(=O)CN1C(=O)N(c2ccccc2)C(N(O)C(=O)Nc2ccccc2)C1(C)C (configuration not stated)	-4	0	6	1	-2	2	0	-4	-4
CCOC(=O)Nc1ccc(S(=O)(=O)Nn2cnnc2)cc1	-1	-3	-3	1	-5	-1	3	12	6
CN(c1cccc(NC(=O)Nc2cccc(Cl)c2)c1)S(C)(=O)=O	3	-18	-34	-23	-8	-4	-20	-10	-6
O=C1NC(=O)/C(=C\c2ccc(Oc3cnccn3)cc2)S1	4	1	-7	-5	2	1	-1	-2	1
Cc1cccc(Nc2nc(N)nc(CN3CCN(Cc4ccc5c(c4)OCO5)CC3)n2)c1	1	0	1	-1	5	1	-3	-1	4
O=C(NC1CCCCC1)c1ccc(CNc2nc(=S)[nH]c3ccccc23)cc1	5	1	10	-6	-1	3	-4	-5	2
O=C(NCC(c1cccs1)N1CCOCC1)c1cc(=O)[nH]c2ccccc12 (configuration not stated)	4	2	7	5	2	7	3	6	3
CCc1c(O)nc(SC2CC(=O)N(c3ccc(F)c(Cl)c3)C2=O)[nH]c1=O (configuration not stated)	5	-1	-5	4	-2	5	-1	-2	5
COCc1c(N)c(C)nc(Cl)c1C#N	4	3	9	11	-3	3	11	-1	2
CC(C)c1ccc(CNC(=O)C(=O)NCC2CCCO2)cc1 (configuration not stated)	13	3	1	0	-5	6	1	4	7
C[C@H](CO)N1C[C@H](C)[C@@H](CN(C)S(=O)(=O)c2ccccc2)Oc2c(NC(=O)Nc3ccccc3)cccc2C1=O	7	x	x	x	-1	6	x	1	1
CC1CCN(C(=O)CCS(=O)(=O)c2cc3c(cc2Cl)NC(=O)CO3)CC1	2	3	0	1	-1	1	-2	3	-8
CCOc1ccc2c(c1)-c1c(ssc1=S)C(C)(C)N2C(=O)c1ccco1	17	8	0	-2	17*	5	-1	7	5
CC1CC(C)CN(C(=O)CNS(=O)(=O)c2cccs2)C1 (configuration not stated)	2	0	-1	4	4	6	3	2	4
Cc1ccc(-n2ncc3c2CC(C)(C)CC3NC(=O)c2ccc[n+]([O-])c2)cc1 (configuration not stated)	-1	-2	-1	5	0	-4	1	0	2
CSc1nc(SCCN(C)C)c2c3c(sc2n1)COC(C)(C)C3	-8	-3	-12	3	1	5	0	-1	6
Cc1ccc(CONC(=O)c2ccc(OC(F)F)cc2)cc1	-1	9	0	0	-3	0	4	-5	0
O=C(O)C1CCN(S(=O)(=O)c2ccc(Oc3ccccc3)cc2)CC1	1	0	7	0	6	2	1	3	5
COc1ccc(CCNc2cc(C)nc3c(-c4ccccc4OC)cnn23)cc1OC	7	3	-3	2	2	7	0	-7	5
Cc1ccc(S(=O)(=O)N2CCN(C(=O)COC(=O)COc3cccc(C(F)(F)F)c3)CC2)c(C)c1	1	x	x	x	3	1	x	3	13
Clc1ccc2c(c1)[C@H]1OCC[C@H]1[C@@H](c1ccco1)N2	9	5	6	3	-7	7	7	6	9
COc1ccccc1C(=O)COC(=O)c1cccc(-n2cnnn2)c1	9	1	x	7	-5	1	3	0	-6
O=C(COC(=O)CNC(=O)c1ccco1)Nc1ncc(Cl)cc1Cl	4	-3	x	-8	-11	3	5	2	-6

Two successive records out of the list so far, quoted:
SMILES	PAFAH1B3 FP inh	PME-1 inh	GSTO1 inh	LYPLA2 inh	PAD4 FP inh	PAFAH1B2 FP inh	LYPLA1 counter	PAFAH2 inh	pPAFAH inh
CN(C(=O)OC(C)(C)C)[C@H](Cc1ccccc1)C(=O)N[C@H]1CCCCNC1=O	7	x	x	x	2	3	x	-3	3
NC1=NS(=O)(=O)NC1c1cccc(Cl)c1 (configuration not stated)	-7	2	-5	-1	1	-1	-2	0	1

(more compounds)
SMILES	PAFAH1B3 FP inh	PME-1 inh	GSTO1 inh	LYPLA2 inh	PAD4 FP inh	PAFAH1B2 FP inh	LYPLA1 counter	PAFAH2 inh	pPAFAH inh
Cc1ccc2c(c1)Oc1ccc(NC(=O)CCl)cc1C(=O)N2	4	-8	92*	-2	0	0	-3	-1	2
O=C(CSc1ccc2nnc(-c3ccccn3)n2n1)Nc1cccc(F)c1	10	2	2	0	-1	-4	2	1	1
O=C(O)/C=C/c1nc(-c2ccccc2)n2ccccc12	7	-9	21	4	-1	5	-1	6	9
COCCCC/C(=N\OCCN)c1ccc(C(F)(F)F)cc1	6&0&-3&9&-5	-6&-4&-4&-8	1&4&1&8	6&8&1&6	-5&-7&-6&-6	8&2&-5&1&-4	1&0&-1&0	2&1&4&-7&-10	3&7&-5&1
O=C(C1CCN(c2ncnc3c2sc2cccc(F)c23)CC1)N1CCCC1	x	8	-2	7	-2	x	0	x	0
COc1ccc(Nc2ncnc3sc(C)cc23)c(OC)c1	0	-4	2	3	-3	3	2	0	3
Cc1ccc(S(=O)(=O)N2CCC(C(=O)OCC(=O)NC3(C#N)CCCCC3)CC2)cc1C	-1	13	-3	-3	-3	5	0	7	8
CN(C(=O)c1ccc(NC(=O)Cc2cccc(NC(=O)C3CCN(C(=O)C4CCCC4)CC3)c2)cc1)C1CCCC1	1	-2	x	32*	-5	-5	3	-1	0
COCCN=C1Sc2nc3ccc(C)cc3cc2CN1Cc1cccs1	7	-6	-5	-12	-12	-2	-2	7	40*
Cc1nn(S(=O)(=O)c2ccccc2)c(C)c1Sc1ccc([N+](=O)[O-])cc1	5	6	4	5	1	5	5	7	8
Cc1cc(N(C)NC(=S)Nc2ccccc2)nc(C)n1	0	6	0	3	52*	0	-3	0	-2
CCOc1ccccc1NC(=O)CCNS(=O)(=O)c1cccc2nonc12	1	1	2	-3	5	2	-5	-4	3
O=C(CN(c1ccc(Cl)cc1)S(=O)(=O)c1ccccc1)N1CCN(c2ccccc2)CC1	13	3	2	-7	-2	6	1	4	-1
O=S(=O)(Nc1cccnc1)c1cccc(Cl)c1	1	-4	-8	-1	-9	1	0	2	5
CC(C)OC(=O)C(C#N)c1nc2ccccc2nc1N1CCN(Cc2ccccc2)CC1 (configuration not stated)	2	4	3	0	-2	0	1	4	3
COc1cc(/C=N/NC(=O)C(=O)NCC2CCCO2)ccc1OCC(=O)N1CCOCC1 (configuration not stated)	5	-3	6	2	-4	-2	0	5	3
CCCC(CCC)C(=O)NCCN1CCOCC1	-8	-6	-7	4	0	3	1	0	5
Cc1ccc(C(=O)c2cc(C)sc2N)cc1	4	1	2	1	-10	2	-3	-5	7
CCCCc1ccc(NC2=NCC(=O)N2CCc2ccccc2)cc1	-5	-2	3	5	-2	5	1	-3	5
CSc1nc2c(C)c(C)c(C)c(C)c2[nH]1	2	-3	1	-1	-1	5	0	2	5
COCCN1CC(=O)N2C(c3cccc(OC)c3)c3[nH]c4ccccc4c3C[C@H]2C1=O (some centres not stated)	17	3	-3	0	4	13	2	26	-2
Cc1nnc(SCC(=O)NNC(=O)c2ccco2)n1-c1cccc(Cl)c1	-1	2	-1	-8	-7	2	1	-9	-2
Cc1ccc(C)c(N2CCN(C(=O)COc3cc(=O)n(C)c4ccccc34)CC2)c1	0	2	-4	3	-6	-2	-6	1	4
CCCCc1ccc(NC(=O)COc2ccc(C(=O)Nc3ccccc3C)cc2)cc1	x	-7	1	-3	-1	x	-2	x	-3
CCC(C)(C(=O)NC1CCCC1)N(C)C(=O)c1ccccn1 (configuration not stated)	11	-1	0	3	-1	2	1	-6	4

An excerpt from above in order of SMILES length, smallest number first.
SMILES	PAFAH1B3 FP inh	PME-1 inh	GSTO1 inh	LYPLA2 inh	PAD4 FP inh	PAFAH1B2 FP inh	LYPLA1 counter	PAFAH2 inh	pPAFAH inh
CSc1nc2c(C)c(C)c(C)c(C)c2[nH]1	2	-3	1	-1	-1	5	0	2	5
Cc1cc(N(C)NC(=S)Nc2ccccc2)nc(C)n1	0	6	0	3	52*	0	-3	0	-2
COCCN=C1Sc2nc3ccc(C)cc3cc2CN1Cc1cccs1	7	-6	-5	-12	-12	-2	-2	7	40*
Cc1nnc(SCC(=O)NNC(=O)c2ccco2)n1-c1cccc(Cl)c1	-1	2	-1	-8	-7	2	1	-9	-2

pPAFAH inh: entries above that show a hit
compound	PAFAH1B3 FP inh	PME-1 inh	PAD4 FP inh	PAFAH1B2 FP inh	PAFAH2 inh	pPAFAH inh
COCCN=C1Sc2nc3ccc(C)cc3cc2CN1Cc1cccs1	7	-6	-12	-2	7	40*

Going on with the list:
SMILES	PAFAH1B3 FP inh	PME-1 inh	GSTO1 inh	LYPLA2 inh	PAD4 FP inh	PAFAH1B2 FP inh	LYPLA1 counter	PAFAH2 inh	pPAFAH inh
COc1ccccc1C(=O)n1nc(-c2cccnc2)nc1N	6	1	10	-4	1	-3	1	-1	-4
CCN(CC)C(=O)C(=O)Nc1ccc(F)c(Cl)c1	8	1	4	0	-1	1	-1	3	5
COc1ccc(NC(=O)COC(=O)CCCC2=NS(=O)(=O)c3ccccc3N2)cc1	12	-4	-4	2	7	0	-3	1	3
CCn1cc(CNC(=O)c2cccc([N+](=O)[O-])c2)cn1	12	5	-2	4	-3	4	3	4	5
CCc1cc(C(=O)OC)c(NC(=O)c2cc(Br)cs2)s1	6	-3	6	-3	-2	-3	-4	-8	1
O=C(CCSc1ccccc1)NC(=O)COC(=O)C1CCCCC1	-4	1	6	12	0	14	0	10	3
CC1CN(S(=O)(=O)c2ccc(C(=O)Nc3nncs3)cc2)CC(C)O1 (configuration not stated)	4	x	x	x	2	9	x	0	-1
CCCOc1ccccc1N/C(N)=N/c1nc(C)cc(C)n1	4	3	1	6	2	2	4	4	5
O=[N+]([O-])c1ccc(-c2nnc(CNC3CCCC3)o2)cc1	9	-4	-11	-4	0	0	1	-6	-1
Cc1ccc(-c2cc(NC(=O)CSc3n[nH]c(N)n3)n(-c3ccccc3)n2)cc1	-4	-8	-6	-2	-3	4	-6	-3	-2

The list is partial. The share of hits here may be higher or lower than overall.
